esBAF inh – inhibitors of esBAF chromatin remodeling in mouse ES cells; Bmi1-luciferase knock-in reporter, 24 h; 100% = twice the neutral-well signal; actives 2% (n = 350,000); AID 602393; reporter increase, % at 12.5 µM; in the data active = activation above about 40%; inconclusive = no clear call, values can overlap the other calls;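 note: 0% = median of the plate's neutral control wells and 100% = double that signal; a rise in the Bmi1 reporter signal indicates esBAF inhibition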
EWS-Fli block – inhibitors of EWS/Fli oncoprotein transcriptional activity; A673 NR0B1-luciferase reporter, viability-normalised; actives 0.67% (n = 350,000); inhibition, % at 12.6 µM;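 active = mean inhibition of at least 50% after viability correction, with every replicate also passing that limit; inconclusive = mean reaches 50% but only one of two replicates passes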;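 note: firefly luciferase signal divided by Alamar Blue viability fluorescence both relative to DMSO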
S100A4 inh HTS – blocks human S100A4 binding to myosin IIA peptide; P26447; AID 652163; inhibition, % at 10.7 µM; actives 0.14% (n = 360,000); S100A4/TAMRA-MyoIIA peptide fluorescence polarization;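 active = mean inhibition of at least 70% across replicates, with every replicate also reaching that level; inconclusive = mean inhibition reaches 70% but some replicates fall short; inactive = mean inhibition below 70%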
Target sequence (P26447 whole entry, looked up): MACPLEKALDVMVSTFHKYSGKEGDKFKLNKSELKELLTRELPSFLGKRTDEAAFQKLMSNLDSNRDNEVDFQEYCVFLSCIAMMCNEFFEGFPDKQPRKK
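Test system: S100A4 monomer protein; Medium: HEPES pH 7.2 with CaCl2, KCl, NaCl, DTT, Triton; Probe or stimulus: TAMRA-labelled myosin IIA heavy-chain peptide probe, 5 nM; Doses: one dose per compound; Times: polarization read 5 min after assay mix addition, stable 5–60 min; Benchmarks: neutral control DMSO, positive control TFP.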
FN deposit inh – fibronectin deposition inhibition. actives 0.086% (n = 350,000). inhibition, % at 12.6 µM. AID 743247. AH1F fibroblasts, Alexa488-fibronectin deposition fluorescence, overnight;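 active = mean inhibition across replicates of 30% or more, regardless of how many single replicates reach that level; inconclusive = mean under 30% yet at least half of replicates reach 30%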;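 note: positive control wells lacked labelled fibronectin entirely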
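Schedule: 1 h cell adhesion before compound, then overnight fibronectin incubation; test system: AH1F fibroblast monolayer depositing Alexa488-labelled fibronectin into matrix; quantity: 10000 AH1F cells per well; probe or stimulus: fluorescent fibronectin at 24 nM final; signal: fluorescence, ex 485 nm, em 525 nm; evaluation: percent inhibition as loss of matrix-bound fibronectin fluorescence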
XiGFP reactiv – X-chromosome reactivation activator; XiGFP mouse fibroblasts, % GFP-positive cells imaging, 3 d; cells co-treated with 5-aza-dC sensitizer; scaled so ellipticine positive control = 100%; activation, % at 7.58 µM; actives 0.055% (n = 360,000); AID 743238;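 active = mean normalized replicate activation at least 10% and every replicate at or above 10%; inconclusive = only one of the two criteria met; inactive = mean below 10% and not all replicates reach 10%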;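 note: 0% = median of on-plate neutral control wells and 100% = ellipticine 6 µM median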
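assay system = SV40-immortalized XiGFP fibroblast cells, line 68-5-11 | buffer or medium = DMEM plus 5-aza-dC sensitizer | doses = single-point pinned compound dosing | times = 3-day compound exposure, then 15 min fixation at room temperature | benchmarks = positive control ellipticine, 6 µM final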
E-selectin induc – E-selectin induction on HUVECs; HUVEC E-selectin immunofluorescence imaging; normalized: neutral wells 0, TNF-alpha wells 100; activation, % at 7.58 µM; actives 0.37% (n = 260,000);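 active = mean E-selectin-positive cell signal at least 10% of the positive control, reached in at least 60% of replicates, without over 20% cell loss; inconclusive = no rule given, readout overlaps actives, possibly toxicity-flagged; inactive = the rest, including those meeting only one limit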;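 note: in these data hits start at about 27%; measured in HUVEC primary endothelial cells; signal is the percent of cells scored E-selectin positive by PE staining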
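Assay system: HUVEC primary endothelial cells. Input: 3,000 HUVEC seeded per well. Doses: one compound dose added by pin transfer. Read-out basis: % PE-positive cells. Benchmarks: TNF-alpha high, DMSO low. Detection: immunofluorescence imaging. Buffer or medium: EGM-2, gelatin.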
RAD52 inh – RAD52 (human) annealing inhibition; P43351; actives 0.46% (n = 360,000); inhibition, % at 18.7 µM; recombinant RAD52 DNA annealing, FRET fluorescence;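 active = every replicate showing at least 50% inhibition; inconclusive = mean inhibition at least 50% but not in every replicate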
RAD54 branch – blocks human RAD54 Holliday junction branch migration | AID 602329 | actives 0.14% (n = 360,000) | inhibition, % at 10.4 µM | FAM/BHQ fluorescence;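 active = mean normalized replicate activity at least 40 and at least half of replicates scoring 40 or more; inconclusive = only one of the two criteria met; inactive = mean below 40 and under half of replicates reaching 40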;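 note: 0% = median of neutral control wells and 100% = median of positive control wells; inhibitors cause a drop in the FAM fluorescence signal; in these data hits start at about 50%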
Target sequence (Q92698 whole entry, looked up): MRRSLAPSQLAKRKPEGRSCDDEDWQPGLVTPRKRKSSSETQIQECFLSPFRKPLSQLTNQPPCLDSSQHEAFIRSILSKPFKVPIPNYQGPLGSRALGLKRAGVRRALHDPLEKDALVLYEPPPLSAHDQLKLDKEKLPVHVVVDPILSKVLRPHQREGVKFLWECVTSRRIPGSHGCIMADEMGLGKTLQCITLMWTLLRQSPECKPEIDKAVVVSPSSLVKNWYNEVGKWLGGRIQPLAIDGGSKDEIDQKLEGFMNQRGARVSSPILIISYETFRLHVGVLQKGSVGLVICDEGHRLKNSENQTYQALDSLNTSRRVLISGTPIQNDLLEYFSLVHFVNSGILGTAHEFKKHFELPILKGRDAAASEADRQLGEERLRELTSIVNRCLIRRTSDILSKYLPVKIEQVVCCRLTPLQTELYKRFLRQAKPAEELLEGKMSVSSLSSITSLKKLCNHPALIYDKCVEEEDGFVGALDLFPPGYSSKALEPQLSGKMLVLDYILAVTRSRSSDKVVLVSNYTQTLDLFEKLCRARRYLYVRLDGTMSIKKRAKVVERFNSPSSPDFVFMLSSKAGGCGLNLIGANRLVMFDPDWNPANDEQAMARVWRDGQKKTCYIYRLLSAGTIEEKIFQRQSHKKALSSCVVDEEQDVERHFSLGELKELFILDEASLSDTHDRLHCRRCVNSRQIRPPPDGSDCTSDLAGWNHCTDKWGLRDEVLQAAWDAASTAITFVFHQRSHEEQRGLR
Starred values were filed as active, the others as inactive; ? = inconclusive; . = no result given; & = joins results of further samples. Compounds were not picked by outcome, and some 3% of all compounds hit somewhere here.

SMILES	esBAF inh	EWS-Fli block	S100A4 inh HTS	FN deposit inh	XiGFP reactiv	E-selectin induc	RAD52 inh	RAD54 branch
C#CCN1CC(COCCCC)Oc2cccc(F)c2S1(=O)=O (configuration not stated)	.	5	0	0	0.1	0.0	-6	.
CCc1cc2c(COC(=O)c3c(C)noc3C)cc(=O)oc2cc1O	-1	7	?	4	0.0	0.1	-7	1
O=C(Nc1ccc(Cl)c(Cl)c1)N[C@@H]1CC[C@H](CCn2cc(C3CCCC3)nn2)O[C@@H]1CO	.	5	2	-4	0.0	-0.1	-5	.
CCOC(=O)Cn1c(=O)oc2cc(S(=O)(=O)NCc3ccccn3)ccc21	4	-3	-2	-8	0.1	0.1	-12	5
COc1ccc(NC(=O)N(C)C[C@@H]2Oc3ccc(NC(=O)C4CCCCC4)cc3C(=O)N([C@H](C)CO)C[C@H]2C)cc1	-4	-17	13	.	0.8	-4.6	19	2
Cc1ccc(CSC2=NCCN2C(=O)c2ccco2)cc1	15	-7	-3	1	0.1	.	-23	0
CNC[C@H]1Oc2ccc(NS(=O)(=O)c3ccc(F)cc3)cc2C(=O)N([C@@H](C)CO)C[C@@H]1C	3	-12	-3	.	-0.7	.	-8	-5
CC(C)C[C@H](NC(=O)C1CC(=O)N(c2ccc3c(c2)OCO3)C1)C(=O)NC1CCCCC1 (some centres not stated)	0	.	0	3	0.0	0.0	-2	-6
Cc1ccc(NS(=O)(=O)c2cccc(C(=O)NCc3ccccn3)c2)cc1	-3	-3	-3	6	0.0	10	-9	-5
Fc1cccc(Cc2c(-c3ccc(Cl)cc3)nc3ccc(Cl)cn23)c1	8	-87	-12	-1	-0.1	.	-43	-3
C[C@@H]1CN([C@@H](C)CO)S(=O)(=O)c2ccc(-c3ccc(C#N)cc3)cc2O[C@@H]1CN(C)Cc1ccccn1	4&0&-4	5&6&3	1&7&-62	2	0.0&-0.7	-0.4&-0.2	-34&-9&4	3&6&-3
CN(CC(=O)Nc1cccc(F)c1)C(=O)/C=C/c1cn(Cc2ccccc2)nc1-c1cccnc1	5	11	14	-2	0.0	1.3	-205	-11
COc1ccc(NC(=O)Cn2cnc3c(cnn3C(C)(C)C)c2=O)cc1OC	0	0	-1	2	0.0	-0.2	-8	3
COc1ccc(C2=NN(C(=O)c3cccs3)C(O)(C(F)(F)F)C2)cc1 (configuration not stated)	.	4	-11	1	-0.9	0.5	6	.
Cc1cccc(S(=O)(=O)N[C@H]2CC[C@H](CCn3cc(-c4ccccn4)nn3)O[C@@H]2CO)c1	0	7	49	-1	-0.1	-0.2	-4	-2
COC(=O)/C(=C1/Oc2cc3c(cc2S1)OCO3)C(F)(F)F	?	-7	0	.	.	.	-12	-7
C[C@H](CO)N1C[C@H](C)[C@@H](CN(C)S(C)(=O)=O)Oc2ccc(NC(=O)Nc3cccc4ccccc34)cc2C1=O	0	5	23	.	-0.7	.	19	3
COCCNC(=O)c1c(CSc2ccc(F)cc2)noc1C(=O)NCc1ccccc1	-8	3	-5	9	-0.2	0.0	-3	-11
C[C@H]1CN([C@@H](C)CO)C(=O)c2cccc(NC(=O)C3CC3)c2O[C@@H]1CN(C)C(=O)Nc1ccc(C(F)(F)F)cc1	1	-1	-1	.	0.0	-0.4	-2	3
CCCCC(=O)Nc1cccc(NC(=O)c2cccc(Br)c2)c1	.	4	-5	3	0.1	-0.3	-23	.
CC1CCCCC1NC(=O)CCCCn1c(=O)[nH]c2ccsc2c1=O (configuration not stated)	1	11	0	10	-0.1	.	4	3
CC1CCCC(C)N1CCNC(=O)CCc1nnc2n(Cc3ccccc3)c(=O)c3ccccc3n12 (configuration not stated)	1	-4	-4	9	0.0	-0.1	-24	-12
O=C(C1CCOCC1)N1C[C@H]2[C@@H](c3ccccc31)[C@@H](CO)N2Cc1ccccc1	-3	2	-4	.	0.0	0.5	-12	3
O=C(Nc1ccccc1O)c1ccc2c(c1)C(=O)N(N1C(=O)c3ccccc3C1=O)C2=O	2	13	-18	-1	0.2	0.5	-34	7
O=C1Nc2c(c(=O)[nH]c(=O)n2Cc2ccccc2)C1(NS(=O)(=O)c1ccccc1)C(F)(F)F (configuration not stated)	.	-2	5	14	0.0	.	0	.

Copied from the list:
In esBAF inh, `Cc1cccc(S(=O)(=O)N[C@H]2CC[C@H](CCn3cc(-c4ccccn4)nn3)O[C@@H]2CO)c1` is entered as 0
In RAD54 branch, `C[C@H]1CN([C@@H](C)CO)C(=O)c2cccc(NC(=O)C3CC3)c2O[C@@H]1CN(C)C(=O)Nc1ccc(C(F)(F)F)cc1` is entered as 3
In FN deposit inh, `Cc1ccc(CSC2=NCCN2C(=O)c2ccco2)cc1` is entered as 1

A draw from above in order of heavy-atom count, smallest number first:
SMILES	esBAF inh	EWS-Fli block	S100A4 inh HTS	FN deposit inh	XiGFP reactiv	E-selectin induc	RAD52 inh	RAD54 branch
CC1CCCCC1NC(=O)CCCCn1c(=O)[nH]c2ccsc2c1=O (configuration not stated)	1	11	0	10	-0.1	.	4	3
COCCNC(=O)c1c(CSc2ccc(F)cc2)noc1C(=O)NCc1ccccc1	-8	3	-5	9	-0.2	0.0	-3	-11
Cc1cccc(S(=O)(=O)N[C@H]2CC[C@H](CCn3cc(-c4ccccn4)nn3)O[C@@H]2CO)c1	0	7	49	-1	-0.1	-0.2	-4	-2

Next part:
SMILES	esBAF inh	EWS-Fli block	S100A4 inh HTS	FN deposit inh	XiGFP reactiv	E-selectin induc	RAD52 inh	RAD54 branch
COc1cc(/C=C/c2[nH]c(=O)[nH]c(=O)c2[N+](=O)[O-])cc(OC)c1O	-9	7	-6	-13	0.0	.	-2	-8
COc1ccc(NC(=O)Nc2ccc3c(c2)C(=O)N([C@@H](C)CO)C[C@@H](C)[C@H](CN(C)Cc2ccc(C(F)(F)F)cc2)O3)cc1	-1	-3	11	.	-1.2	0.2	-16	7
Cc1ccc(NC(=S)Nc2ccc3[nH]c(=O)[nH]c3c2)cc1C	-1	0	12	-1	0.0	-0.4	-2	-2
O=C(C1CCC(=O)N(C2CC2)C1)N1CCN(c2cccc(Cl)c2)CC1 (configuration not stated)	-6	-4	8	.	0.1	-0.2	-10	5
CCOC(=O)c1c(C)[nH]c(C(=O)OCC(=O)c2ccccc2)c1C	45*	-50	2	-4	0.0	0.0	-9	.
CC(C(=O)Nc1ccc(Br)cc1)N(C)CC(=O)NCc1ccco1 (configuration not stated)	-1	0	-5	-5	0.0	0.3	-14	-3
O=C(COc1ccc2c(c1)CCC2)N1CCN(c2ccc(F)cc2)CC1	.	10	-2	7	0.2	.	-12	13
O=c1[nH]c2cc(Cl)c(Br)cc2o1	-4	-3	-3	-1	0.0	.	-6	-4
O=C(C[n+]1ccc2ccccc2c1)c1ccc2ccc3ccccc3c2c1	.	4	2	-4	-0.1	0.0	90*	.
COC(=O)c1ccc(NC(=O)c2ccc(OC(C)=O)c(OC)c2)cc1	50*	-31	0	.	0.2	.	-5	0
Cc1cccc(NC(=O)c2ccc(S(=O)(=O)NCc3ccco3)cc2)n1	56*	-50	-3	-11	0.0	.	-11	-4
O=C(C[C@@H]1C=C[C@@H](NC(=O)Nc2cc(F)ccc2F)[C@H](CO)O1)NCc1ccccn1	-3	4	18	.	-0.1	0.0	-4	1
CCOC(=O)C1=CN(Cc2ccco2)S(=O)(=O)NC1CC (configuration not stated)	1	2	-3	-4	0.0	.	-28	0
CCC(NC(=O)Nc1cc(C)on1)(C(F)(F)F)C(F)(F)F	.	9	-7	-1	0.0	.	-10	.
C[C@@H](C(=O)OCC(=O)NCCc1ccc(S(N)(=O)=O)cc1)N1C(=O)C2CCCCC2C1=O (some centres not stated)	-7	3	-6	-3	0.6	1.2	-1	-6
Cc1cccc(NC(=O)CSc2nnc(CNC(=O)c3ccco3)o2)c1	-5	.	-1	2	0.0	.	-10	-7
O=C(NCC1CCCO1)c1ccc(Oc2ccc([N+](=O)[O-])cc2)cc1 (configuration not stated)	8	-1	-2	1	-0.2	0.0	-7	-15
COC(=O)c1ccc(CNC(=O)C2CCC(=O)N(CCN3CCOCC3)C2)cc1 (configuration not stated)	-5	.	12	-1	0.0	0.1	-13	-11
O=C1CN(C(=S)NC(=O)c2ccc(-c3ccccc3)cc2)CCN1	.	-51	-1	2	0.1	.	-9	.
COc1ccc(-c2ccc([C@H]3[C@@H](CO)N4C(=O)CN(Cc5ccc(F)cc5)C[C@@H]34)cc2)cc1	.	-1	-2	.	0.5	0.0	6	.
CCn1c(C)c2c(C)nnc(C)c2c1C	-7	.	2	.	.	.	13	-3
CC(=O)N1CC2(C1)[C@@H](c1ccc(-c3ccc(F)cc3)cc1)[C@@H](CO)N2C(C)=O	.	4	0	.	0.3	0.2	-2	.
CCOC(=O)c1cccc(NC(=O)CSc2nnc(-c3ccncc3)n2CCCOC)c1	18	.	.	1	.	-0.7	.	13
Cc1ccccc1S(=O)(=O)N1C[C@H](O)COC[C@H]2O[C@@H](CC(=O)N3CCC(Cc4ccccc4)CC3)CC[C@@H]21	1	21	-1	13	-0.2	0.0	17	10

Already shown: entries from further up.
SMILES	esBAF inh	EWS-Fli block	S100A4 inh HTS	FN deposit inh	XiGFP reactiv	E-selectin induc	RAD52 inh	RAD54 branch
CC(C(=O)Nc1ccc(Br)cc1)N(C)CC(=O)NCc1ccco1 (configuration not stated)	-1	0	-5	-5	0.0	0.3	-14	-3
O=C(COc1ccc2c(c1)CCC2)N1CCN(c2ccc(F)cc2)CC1	.	10	-2	7	0.2	.	-12	13

Screening data from PubChem BioAssay.
